# Screening results as filed in PubChem.
# DNA FID counter: fluorescent intercalator displacement, NS3 helicase counter-screen. DNA fluorescent intercalator displacement, fluorescence. inhibition, % at 7.9 µM. 290,000 compounds, 0.17% hits. AID 1845; in the data active means inhibition above about 37%;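 further: 0% = vehicle and 100% = reference compound; higher means more ethidium bromide displaced from hairpin DNA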
# IMP-1 inh: blocks Pseudomonas aeruginosa IMP-1 metallo-beta-lactamase; AID 1556; inhibition, % at 5.6 µM; purified IMP-1, nitrocefin hydrolysis, epi-absorbance fluorescence; 290,000 compounds, 0.45% hits;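 active means inhibition above the mean plus 3 SD of all compounds in the same screening run, cut at about 4.5% in these data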;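 further: 0% = IMP-1 with DMSO and 100% = DMSO wells lacking enzyme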
#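 System: purified IMP-1 / Input: IMP-1 dispensed at 0.2 nM / Medium: 50 mM HEPES pH 7.1, 50 µM ZnSO4, 0.05% Brij 35 / Timing: 15 min enzyme–compound preincubation, then 25 min nitrocefin reaction, 25 °C / Technique: plate fluorescence quenching by hydrolysis product, ex 480/em 530 nm / Repeats: singlicate testing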
# NALP1 yeast inh: inhibitors of NALP1 inflammasome in yeast. S. cerevisiae NALP1/ASC/caspase-1 growth, X-gal OD620, 72 h. inhibition, % at 10 µM. 280,000 compounds, 0.61% hits. AID 2071; in the data active means inhibition mostly above about 24%, no sharp cut-off; inactive means mostly below about 32%; further: some compounds called inactive have numbers as strong as hits
# NS3 helicase inh: HCV NS3 helicase inhibition; inhibition, % at 10.9 µM; 290,000 compounds, 0.56% hits; NS3 helicase DNA unwinding, Cy5 molecular beacon fluorescence; AID 1800;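 active means inhibition above the mean of all tested compounds plus 3 SD, set per campaign, cut at about 35% in these data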;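 further: 0% = DMSO wells and 100% = thioflavine S control wells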
#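 System: Hepatitis C virus NS3 helicase domain fragment enzyme | Reagent: Annealed dual-labelled DNA beacon duplex, ATP-started | Compound dosing: 10.9 µM single point, 0.8% DMSO | Incubation: 1 h reaction at 25 °C, ATP-initiated | Technique: Cy5 fluorescence | Evaluation: Percent inhibition from t60/t0 fluorescence ratio | Benchmarks: Low DMSO, high thioflavine S at 110 µM | Replication: Singlicate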
# MEKK2 WT-MEK5: raises or lowers MEK5 binding to wildtype human MEKK2 PB1 domain; 290,000 compounds, 1.1% hits; binding response (% of control), % at 10 µM; AID 1531; bead flow cytometry, Alexa488-MEK5 binding to MEKK2 WT; actives lie on both sides; in the data active means binding response below about 67% or above about 130%
# MEKK2mut PB1 HTS: signal of MEK5 binding to mutant human MEKK2 PB1 domain. percent response, % at 10 µM. bead flow cytometry, Alexa488-MEK5 binding to MEKK2 mutant. 290,000 compounds, 0.35% hits; in the data active means percent response above about 24%, passing the limit was not always enough; further: inactives centre near 1; some results filed as inactive read as strong as hits
# VIM-2 inhibitor: blocks Pseudomonas aeruginosa VIM-2 metallo-beta-lactamase; purified VIM-2, nitrocefin hydrolysis, epi-absorbance fluorescence; inhibition, % at 5.6 µM; 290,000 compounds, 0.89% hits; AID 1527;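 active means inhibition above the mean of all tested compounds plus 3 SD, cutoff set per screening run, cut at about 7.5% in these data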;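 further: red hydrolysis product quenches plate fluorescence so inhibitors raise well fluorescence; 0% = enzyme with DMSO and 100% = DMSO without enzyme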
# PfM18AAP inh: blocks P. falciparum M18 aspartyl aminopeptidase | 290,000 compounds, 1.2% hits | recombinant PfM18AAP, H-Glu-NHMec fluorogenic cleavage | AID 1822 | inhibition, % at 7.35 µM;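 active means inhibition above the campaign mean inhibition over all tested compounds plus 3 SD, cut at about 28% in these data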;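 further: 0% = plate median of test compound wells and 100% = 2 mM ZnCl2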
# SUMO HTRF inh: inhibitors of human SUMOylation (UBC9) | P63279 | HTRF SUMOylation assay, SAE1/SAE2 + UBC9, in vitro | inhibition, % at 35 µM | 290,000 compounds, 0.36% hits; in the data active means inhibition above about 50%, passing the limit was not always enough; further: strong numbers were not always called active
# Target sequence (P63279 whole entry, looked up): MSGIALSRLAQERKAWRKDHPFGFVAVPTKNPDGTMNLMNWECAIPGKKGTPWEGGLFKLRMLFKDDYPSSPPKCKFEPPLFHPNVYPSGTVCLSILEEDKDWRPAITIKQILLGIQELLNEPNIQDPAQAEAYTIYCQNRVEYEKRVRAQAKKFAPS
# Starred values were filed as active, the others as inactive; / = no result given.
# Fields – DNA FID counter	IMP-1 inh	NALP1 yeast inh	NS3 helicase inh	MEKK2 WT-MEK5	MEKK2mut PB1 HTS	VIM-2 inhibitor	PfM18AAP inh	SUMO HTRF inh
1. COCCNC(=O)c1ccc2c(c1)ncn2-c1ccc(F)c(F)c1
 : -6.7	-2.8	4.6	-5.4	102.0	-2.0	-3.6	2.0	17.5
2. CN(CCO)c1cc(Sc2nc3ccccc3s2)c2nonc2c1[N+](=O)[O-]
 : -14.5	-0.8	-10.5	31.8	100.0	0.0	-1.8	-15.2	6.7
3. Cc1ccccc1-n1nnnc1SC1CCOC1=O (stereo not drawn)
 : 2.6	-1.3	0.3	-2.9	/	/	-2.8	-0.5	8.0
4. COc1cccc(OCCNC(=O)c2cccc(OC)c2)c1
 : -10.6	-0.6	8.6	6.2	106.0	4.0	-0.2	-10.0	-6.1
5. COc1ccc(NC(=O)CN2C(=O)COc3ccc(S(=O)(=O)N4CCCCC4)cc32)c(OC)c1
 : -42.4	1.5	7.8	2.5	102.0	1.0	-3.2	-1.5	/
6. CCOC(=O)N1CCN(c2nc(C)c3c(n2)CC(C)CC3=O)CC1 (stereo not drawn)
 : -16.1	0.5	7.7	-0.3	95.0	-2.0	1.0	-16.9	8.7
7. CC1CCN(CC(=O)Nc2ccc(Br)cc2[N+](=O)[O-])CC1
 : -0.2	-1.5	-7.4	-6.2	104.0	2.0	-2.3	-1.4	7.2
8. COc1cc(OC)cc(C(=O)N2CCN(S(C)(=O)=O)CC2)c1
 : 1.5	-4.4	13.9	1.5	92.0	-1.0	-2.0	-4.8	17.1
9. COc1ccc(S(=O)(=O)Cc2ccc(C(=O)NCc3ccc(C)cc3)o2)cc1
 : -30.1	-0.7	13.1	-1.5	102.0	3.0	-1.3	-4.5	-5.6
10. COc1ccc2nc(SC(C(=O)c3ccccc3)c3ccccc3)nc(C)c2c1 (stereo not drawn)
 : -3.2	-0.7	40.3	-25.2	97.0	-2.0	-0.4	-3.1	-26.5
11. COc1ccc([N+](=O)[O-])cc1NC(=O)c1ccccc1SC
 : -1.6	-2.1	0.4	6.3	105.0	-6.0	-0.6	-12.8	-9.3
12. Cc1nc2c(-c3ccccc3)c(C)nn2c(SCC(N)=O)c1Cc1ccccc1
 : -6.5	-1.5	/	-2.7	86.0	-3.0	-1.6	-5.2	4.4
13. COc1ccc(CCN2CC(C(=O)NCCc3ccccc3)CC2=O)cc1OC (stereo not drawn)
 : -23.4	-1.7	5.8	13.3	91.0	-3.0	-2.0	-11.0	0.9
14. O=C(CN1C(=O)NC2(CCCC2)C1=O)N1CCN(S(=O)(=O)c2ccc(Cl)cc2)CC1
 : 0.6	-0.2	-1.3	5.1	96.0	-6.0	-1.8	-0.4	3.2
15. CC(=O)C(=Cc1cn(-c2ccccc2)nc1-c1ccccc1)C(C)=O
 : -3.7	-2.9	-2.8	5.8	97.0	0.0	-3.0	2.7	11.1
16. O=C(N/N=C/c1ccccn1)C(O)c1ccccc1 (stereo not drawn)
 : -7.6	-3.2	/	3.9	104.0	9.0	-4.5	1.5	-5.0
17. COc1ccc(CCNC(=O)CN2C(=O)c3ccccc3S2(=O)=O)cc1
 : -9.6	0.1	9.2	-4.6	98.0	3.0	0.5	-21.7	-7.9
18. O=C(COc1ccc(Cl)cc1)Nc1ccccc1CO
 : 1.9	-1.1	11.0	4.4	106.0	6.0	-1.8	-16.0	20.5
19. CSc1nc(C)c(C(=O)C[n+]2ccccc2)cc1C#N
 : 9.2	0.5	11.6	3.6	87.0	-6.0	2.6	2.6	11.5
20. CCOc1ccccc1NC(=O)NC1Cc2ccccc2C1
 : -7.2	-2.0	9.2	-1.7	102.0	6.0	-1.6	0.0	15.1
21. Cc1ccc2[nH]c(-c3ccccc3)c(CN3CCCC3)c(=O)c2c1
 : -5.0	-2.9	7.6	10.4	109.0	8.0	-2.4	2.7	-1.2
22. CCCCN(C(=O)Nc1ccc(Cl)cc1)C1CCN(C(C)=O)CC1
 : -8.2	-1.9	31.6	11.0	103.0	4.0	-4.0	-5.5	-9.4
23. CC(=O)N1CCOc2ccc(S(=O)(=O)N3CCC(C(=O)Nc4ccc(C)cc4C)CC3)cc21
 : -52.4	-5.0	-7.5	7.7	107.0	13.0	-3.6	-7.6	-5.1
24. Cc1ccc(-n2nc(-c3cccs3)cc2C(=O)NCC2CCCO2)c(C)c1 (stereo not drawn)
 : -24.2	-1.8	38.0	-4.9	98.0	-2.0	-1.9	3.1	10.3
25. O=C(N/N=C/c1ccc(OC(=O)c2ccccc2)c([N+](=O)[O-])c1)c1ccc(O)cc1
 : 2.1	-2.3	20.6	-0.8	106.0	14.0	-4.8	6.3	2.8
26. Cc1ccc(NC(=O)CN(C)C(=O)CCOc2ccccc2C)cc1
 : -8.7	-1.5	23.8	-3.3	119.0	13.0	-2.9	-9.1	-8.9
27. CCN(C=NC1=NN(c2cccc(C(F)(F)F)c2)CC1)CC
 : 6.9	-11.3	30.5	9.5	98.0	1.0	-1.1	3.7	-20.8
28. CCC(CC)NC(=O)c1ccc(NS(=O)(=O)c2ccc3[nH]c(=O)[nH]c3c2)cc1
 : -5.4	-1.5	4.2	-0.8	100.0	-7.0	0.1	-1.5	-5.4
29. Cc1nn(C(C)C(=O)c2cccc(Cl)c2)c(C)c1[N+](=O)[O-] (stereo not drawn)
 : -2.8	-1.6	10.1	4.5	96.0	-5.0	-1.6	-2.1	6.5
30. O=C(NCN1C(=O)C2C3C=CC(C3)C2C1=O)Nc1nncs1 (stereo not drawn)
 : 0.6	-1.5	-2.6	-12.2	100.0	5.0	-2.4	0.2	14.8
31. CCOC(=O)N1CCN(S(=O)(=O)c2ccc(OC)c(C(=O)N3CCCCC3)c2)CC1
 : -30.8	-3.7	-3.2	-5.0	100.0	7.0	-1.4	4.3	4.0
32. CCNC(=O)CC1C(=O)N(c2ccc(F)cc2)C(=O)N1Cc1ccc(OC)cc1 (stereo not drawn)
 : -3.5	-2.8	27.6	0.0	106.0	12.0	-1.4	-0.9	0.9
33. ONC(=Nc1cccc(C(F)(F)F)c1)c1cccnc1
 : -1.4	-2.1	2.4	1.7	102.0	7.0	-2.9	20.1	-2.7
34. COc1ccc(/C=C\c2cc(OC)c(OC)cc2CC[N+](C)(C)C)cc1OC
 : 17.9	-0.5	5.3	-5.8	101.0	6.0	1.1	-3.9	14.1
35. COc1ccc(S(=O)(=O)N2CCCCC2)cc1NC(=S)Nc1cccc(Cl)c1C
 : 1.4	-3.8	21.4	11.4	100.0	1.0	-2.7	2.2	-1.3
36. CC1CCC(C(C)C)C(OC(=O)CSc2nnc(N)s2)C1 (stereo not drawn)
 : -29.4	-1.6	6.3	-4.5	104.0	6.0	-4.3	-0.4	10.2
37. Cc1c(-c2ccc(F)cc2)[n+](=O)c2c(n1[O-])CCCCC2
 : -1.0	-0.5	22.2	6.9	88.0	-4.0	-1.3	-8.4	-0.6
38. CCOC(=O)COc1ccc(S(=O)(=O)N2CCN(c3ccccc3)CC2)cc1
 : -28.3	-2.1	17.2	0.0	103.0	4.0	-2.6	-0.9	6.8
39. CCC(=O)N(c1ccc(C(=O)O)cc1)c1nc(-c2ccc(OC)cc2)c(C)s1
 : -25.8	-1.9	0.5	15.7	96.0	-2.0	0.9	0.5	11.7
40. CCCCCCCCOC(=O)C[N+](C)(C)C/C=C(/C)Cl
 : 28.8	-2.3	11.5	-68.7	105.0	-2.0	-1.9	0.3	1.1
41. CC(C)(CO)Nc1nc(Cl)nc(NC2CCCCC2)n1
 : -12.7	-1.3	/	-1.6	91.0	-20.0	-1.4	-15.1	22.2
42. COc1cc2[nH]c(=O)n(CCC(=O)N3CC=C(c4ccccc4)CC3)c(=O)c2cc1OC
 : -2.4	-1.6	9.0	-0.2	100.0	-2.0	-2.5	-5.4	-0.1
43. COc1ccc(CNc2n[nH]c(NCc3ccc(OC)c(OC)c3)n2)cc1OC
 : -10.3	-3.1	8.9	1.9	102.0	1.0	-2.4	47.3*	13.0
44. CC(O)Cn1c(N2CCCC2)nc2c1c(=O)n(C)c(=O)n2C (stereo not drawn)
 : -1.1	-3.0	22.9	-0.4	107.0	7.0	-2.4	-12.0	23.9
45. N/C(CSc1nc(-c2ccccc2)c(-c2ccccc2)o1)=N\O
 : -6.0	-4.0	-9.2	-16.2	98.0	4.0	-1.3	17.9	-18.1
46. CCOc1ccc2c(c1)c(N=Nc1cccc(C(=O)O)c1)c(O)n2C
 : -24.1	-2.8	12.5	4.4	106.0	0.0	-1.6	-2.4	-14.2
47. O=C(Nc1cccc(NC(=O)c2ccccc2Cl)c1)c1ccco1
 : -10.8	-0.7	7.6	4.6	106.0	6.0	-0.8	-1.2	-13.4
48. Cc1nc(NC(=O)C2CCCC2)sc1Cc1ccc2c(c1)OCO2
 : -8.4	-1.9	25.8	-18.7	109.0	1.0	-1.2	1.5	-7.3
49. CC(=O)N1c2c(cc(Br)cc2S(=O)(=O)N2CCN(C(=O)c3ccco3)CC2)CC1C (stereo not drawn)
 : -28.5	-1.9	6.6	6.5	96.0	0.0	-3.6	-7.2	2.5
50. Cc1cc2nc(C)n(CCCNC(=O)Nc3cccc4ccccc34)c2cc1C
 : 1.7	-4.5	15.2	-19.2	110.0	2.0	-3.7	-23.3	-4.9
51. COc1cc(CNn2nnnc2N)ccc1OCC(=O)NC(C)(C)C
 : -3.2	-3.1	8.1	-1.9	101.0	2.0	-2.8	6.2	-7.0
52. COC(=O)c1cc(NCc2c(F)cccc2Cl)ccc1N1CCOCC1
 : -13.9	-0.6	4.8	-1.7	107.0	5.0	-1.3	8.8	12.1
53. O=C(NC(C(=O)O)c1ccccc1)c1ccc(S(=O)(=O)N2CCOCC2)cc1 (stereo not drawn)
 : -8.7	-0.5	-2.1	-3.2	105.0	8.0	-0.7	-0.3	1.7
54. O=S(=O)(Nc1ccc(Cc2ccncc2)cc1)c1ccc(Cl)s1
 : -10.1	-3.0	33.2	-12.9	102.0	1.0	-0.1	-0.9	-0.5
55. Cc1ccc(C(=O)n2cnc3ccccc32)cc1C
 : -4.7	-1.3	20.1	-3.6	99.0	1.0	-1.1	-2.0	-14.5
56. Cc1cccc2sc(NC(=O)C3CCCN(S(=O)(=O)c4cccc5nonc45)C3)nc12 (stereo not drawn)
 : 17.1	-0.4	3.4	11.4	99.0	14.0	0.1	-16.7	13.1
57. COc1ccc(NC2=Nc3ccccc3N3C2=Nc2c(c(C)nn2-c2ccc(C)cc2)C3c2cccnc2)cc1 (stereo not drawn)
 : -2.8	-0.1	12.1	2.3	74.0	-15.0	-0.5	0.9	13.8
58. CCOc1ccc(S(=O)(=O)NCCC(=O)OCN2C(=O)c3ccccc3C2=O)cc1
 : -7.7	-2.8	17.8	-3.2	99.0	6.0	-1.3	-12.1	27.4

# Individual results from the list.
# For IMP-1 inh, COCCNC(=O)c1ccc2c(c1)ncn2-c1ccc(F)c(F)c1 shows -2.8
# For VIM-2 inhibitor, CC1CCC(C(C)C)C(OC(=O)CSc2nnc(N)s2)C1 (stereo not drawn) shows -4.3
